p53 reactivation: mutant p53 re-activation in reporter cells; AID 504706; Potency, µM (highest dose often 92.2 µM), for inactives: at the top dose activity change, positive = activation, most hits filed as activators; H1299 p53-A138V BP100-luciferase reporter, luminescence, 24 h; 320,000 compounds, 0.063% hits; further: potency means the concentration at half of the fitted maximal effect; % of control where 0% means no effect; nearly all actives have a fitted effect of over 45% in size
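H1299 (p53-null), stable ts p53-A138V + BP100-Luc; 1000 cells/well, Opti-MEM/10% FBS; cpd 4 pt, 1:5; 24 h, 37 deg C, 5% CO2; detection reagent 10 min RT; luminescence.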
Gal4-VP16 FLuc: Gal4-VP16 reporter inhibition counter-screen. Potency, µM (doses to about 53.6 µM), for the others: at the highest dose activity, negative = inhibition, actives largely listed as inhibitors. Drosophila S2 Gal4-VP16 UAS-luciferase, luminescence, 20 h. 310,000 compounds, 3.5% hits;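 further: Gal4-VP16 expression switched on by copper sulfate through the metallothionein promoter; potency means the concentration at half of the fitted maximal effect; on the % scale 0 is the no-effect control and ±100 the full control effect; nearly all actives have a fitted effect of over 50% in size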
RORgamma inh: blocks mouse ROR gamma transcriptional activity. Potency, µM (highest dose often 53.6 µM), for inactives: top-dose activity change, negative = inhibition, hits mostly inhibitors. Drosophila S2 Gal4-RORgamma UAS-luciferase reporter, 20 h. 310,000 compounds, 5.4% hits. P51450; further: potency means the concentration at half of the fitted maximal effect; on the % scale 0 is the no-effect control and ±100 the full control effect; nearly all actives have a fitted effect of over 60% in size
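Drosophila S2 cells stably expressing Gal4-DBD/mouse RORγ fusion under metallothionein promoter plus UAS-luciferase; compound 1 h, then 700 uM CuSO4 induction for 20 h at ambient temperature; inhibition read as reduced luminescence.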
Giardia killer: kills Giardia lamblia; Giardia lamblia trophozoite viability; activity change, % at 7.66 µM, hits read low; 340,000 compounds, 0.15% hits; AID 540267; in the data active means activity change below about -80%; inconclusive means between about -30% and that limit;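 further: parasites exposed to compound for two days anaerobically before the ATP read; on the % scale 0 is the no-effect control and ±100 the full control effect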
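Trophozoite viability was measured as ATP-dependent luminescence, read 15-30 min after reagent addition. Before that, parasites at 100 cells/well were exposed to compounds for 48 h, anaerobically, at 37 deg C.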
BRCA1 expr up: BRCA1 expression activation; MCF7-BRCA1-FFLuc reporter, luminescence, 48 h; response scale: scaled: vehicle 0%, 10 µM genistein 100%; Potency, µM (doses to about 46.1 µM), without a hit: at the highest dose activation, usual class: activators; 380,000 compounds, 1.1% hits; further: potency means the concentration at half of the fitted maximal effect; nearly all actives have a fitted effect of over 80% in size; some results filed as inactive show a strong effect at the top dose
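Using MCF7 cells harboring a BRCA1 firefly luciferase reporter, plated 2 h before compound pinning, the screen measured luminescence after 48 h incubation. Responses were normalized to DMSO and 10 microM genistein, then fitted for concentration-effect.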
NPC1 prom act: activators of NPC1 promoter; 320,000 compounds, 2.4% hits; Huh7 NPC1 promoter luciferase reporter, 24 h; Potency, µM (highest dose often 9.22 µM), without a hit: at the top dose activation, usual class: activators;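 further: potency means the concentration at half of the fitted maximal effect; % of control where 0% means no effect; nearly all actives have a fitted effect of over 60% in size; reporter is driven by a mutant NPC1 promoter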
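NPC1 promoter–luciferase Huh7 cells; 24 h compound; luminescence.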
Rab9 promoter act: activates the Rab9 promoter | Huh7 Rab9 promoter-luciferase reporter, luminescence, 24 h | Potency, µM (doses to about 9.22 µM), without a hit: at the highest dose activation, negative = inhibition, actives largely listed as activators | 320,000 compounds, 2.8% hits | AID 485297; further: potency means the concentration at half of the fitted maximal effect; % of control where 0% means no effect; nearly all actives have a fitted effect of over 60% in size
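Using Huh7 cells stably transfected with Rab9 promoter–luciferase, compounds were incubated 24 h at 37 °C, 5% CO2; luciferase luminescence was read 10 min after reagent addition.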
FLuc counter: firefly luciferase modulation, counter-screen for miR-21 project | 360,000 compounds, 6.9% hits | purified FLuc, Km substrates, luminescence inhibition | Potency, µM (series often up to 57.5 µM), for the others: top-dose activity change, negative = inhibition, usual class: inhibitors;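 further: potency means the concentration at half of the fitted maximal effect; plate controls were vehicle for no effect and reference inhibitor for full effect; nearly all actives have a fitted effect of over 55% in size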
Target sequence (P08659 whole entry, looked up): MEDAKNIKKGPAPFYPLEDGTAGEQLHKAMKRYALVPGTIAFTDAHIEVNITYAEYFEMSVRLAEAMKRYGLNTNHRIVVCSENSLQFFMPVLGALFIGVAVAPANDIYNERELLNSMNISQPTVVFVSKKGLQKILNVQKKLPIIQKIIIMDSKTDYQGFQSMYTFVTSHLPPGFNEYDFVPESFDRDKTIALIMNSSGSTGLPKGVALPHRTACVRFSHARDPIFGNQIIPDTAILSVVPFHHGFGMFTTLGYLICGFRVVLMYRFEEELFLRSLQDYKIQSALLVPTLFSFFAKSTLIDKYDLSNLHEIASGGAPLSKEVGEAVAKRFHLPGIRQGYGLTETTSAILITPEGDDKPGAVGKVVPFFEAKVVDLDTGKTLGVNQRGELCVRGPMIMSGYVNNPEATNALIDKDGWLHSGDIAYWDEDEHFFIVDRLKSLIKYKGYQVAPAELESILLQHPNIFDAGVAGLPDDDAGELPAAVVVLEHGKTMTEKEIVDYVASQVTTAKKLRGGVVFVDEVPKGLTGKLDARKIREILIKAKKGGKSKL
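Purified P. pyralis luciferase, 10 nM final, with Km-level 10 uM D-luciferin and 10 uM ATP in 50 mM Tris acetate pH 7.5, 10 mM Mg acetate, 0.01% Tween-20, 0.05% BSA; 6-point qHTS titration about 60 µM downward; luminescence read.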
ELG1 genotoxic: genotoxicity induction in ELG1-luciferase HEK293T cells. Potency, µM (top dose mostly 46 µM), inactives show at the highest dose activity change, positive = activation, hits mostly activators. AID 504466. HEK293T ELG1-luciferase reporter, luminescence, 16 h. 330,000 compounds, 1.3% hits; further: potency means the concentration at half of the fitted maximal effect; % of control where 0% means no effect; nearly all actives have a fitted effect of over 60% in size
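Step 1: seed 2,000 HEK293T ELG1-luciferase cells per well. Step 2: add compound or DMSO, incubate 16 hr at 37 °C. Step 3: ONE-Glo, 30 min at room temperature, read luminescence.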
PKM2 activator: increases activity of human pyruvate kinase M2. Potency, µM (highest dose often 57.5 µM), without a hit: at the highest dose activation, most hits filed as activators. purified PKM2, Kinase-Glo ATP luminescence, activation; response scale: 0% is enzyme alone, no compound. P14618. 260,000 compounds, 0.34% hits. AID 1631; further: potency means the concentration at half of the fitted maximal effect; on the % scale 0 is the no-effect control and ±100 the full control effect; nearly all actives have a fitted effect of over 55% in size
Target sequence (P14618 whole entry, looked up): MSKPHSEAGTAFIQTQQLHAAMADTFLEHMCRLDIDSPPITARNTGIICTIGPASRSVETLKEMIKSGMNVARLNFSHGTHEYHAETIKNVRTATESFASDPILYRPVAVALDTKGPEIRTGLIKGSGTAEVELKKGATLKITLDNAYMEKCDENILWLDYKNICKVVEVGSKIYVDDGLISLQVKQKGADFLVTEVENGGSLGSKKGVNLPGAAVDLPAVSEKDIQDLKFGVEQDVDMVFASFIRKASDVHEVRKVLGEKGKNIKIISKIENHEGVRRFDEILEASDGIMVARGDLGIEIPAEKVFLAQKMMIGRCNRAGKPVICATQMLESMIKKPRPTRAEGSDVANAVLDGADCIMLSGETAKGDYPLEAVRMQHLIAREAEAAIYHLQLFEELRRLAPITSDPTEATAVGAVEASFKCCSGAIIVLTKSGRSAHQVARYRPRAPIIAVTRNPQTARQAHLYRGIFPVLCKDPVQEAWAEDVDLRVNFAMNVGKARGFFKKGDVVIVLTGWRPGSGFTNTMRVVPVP
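hPK-M2, >95% pure; 0.1 mM ADP / 0.5 mM PEP final; imidazole pH7.2 buffer w/ 7 mM MgCl2, 50 mM KCl; 1 h RT; Kinase-Glo lum. Intermediate enzyme activity for dual inhibitor/activator qHTS.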
Menin MLL FP TR: displaces Texas Red mutant MLL peptide from human menin; O00255; Menin + Texas Red MLL mutant peptide, fluorescence polarization; Potency, µM (titrated, usually from 61.6 µM), for inactives: top-dose FP activity change, negative = inhibition, usual class: inhibitors; 270,000 compounds, 0.23% hits; AID 1768; active means well fitted inhibition curve with a large enough effect in the polarisation, with a control signal flat, not every such curve was filed as active; inconclusive means small, poorly fitted or top-dose-only effect, or effect the other way, or a change in a side signal; inactive means no such curve, though single readings can be large or run the other way; the % refers to the polarisation; further: potency means the concentration at half of the fitted maximal effect; % of control where 0% means no effect; many of its hits are not listed in these tables
Active calls of the source: *; ? = inconclusive; . = not tested or not shown; [ ] = another dose, or the depositor's remark. Unless noted, the call rests on the fitted dose curve; in most records, active means well fitted curve in the direction sought with a large enough effect; inconclusive means small, poorly fitted or top-dose-only effect, or another doubt; inactive means no such curve, though single readings can be large; an effect the other way counts as inactive or inconclusive. Not all compounds are listed; rates above refer to the full screens.

SMILES	p53 reactivation	Gal4-VP16 FLuc	RORgamma inh	Giardia killer	BRCA1 expr up	NPC1 prom act	Rab9 promoter act	FLuc counter	ELG1 genotoxic	PKM2 activator	Menin MLL FP TR
CCOc1cc(S(=O)(=O)N2CCC(c3nc4ccccc4s3)CC2)c(OCC)cc1S(=O)(=O)N1CCCCC1	-4%	-1%	-7%	3	-6%	-2%	-5%	-1%	-1%	-2%	0%
C=C1c2ccccc2S(=O)(=O)N(Cc2ccccc2)C1COCc1ccccc1 (stereo not drawn)	-3%	-3%	-13%	-24	-7%	0%	-1%	-3%	-2%	-3%	.
COc1nn(CC(=O)N2N=C(C)CC2(O)C(F)(F)F)cc1[N+](=O)[O-] (stereo not drawn)	-4%	-1%	3.2µM*	-8	3%	-5%	-1%	8%	0%	11%	5%
O=C(NCCN1CCCC1)C1CC(=O)N(C2CCCCC2)C1 (stereo not drawn)	3%	-3%	0%	-1	7%	-4%	3%	5%	-1%	-1%	1%
COc1cc2c(cc1NC(=O)C(C)Sc1cccc[n+]1[O-])oc1ccccc12 (stereo not drawn)	19%	-8%	?	-26	?	?	?	?	14%	-19%	23%
CCc1cc2c(-c3ccccc3)cc(=O)oc2cc1OC(C)C(C)=O (stereo not drawn)	.	.	.	3	-75%	-3%	-1%	0%	3%	-2%	?
CCOC(=O)C1CCN(C(=O)c2cc3cc4cc(OC)ccc4nc3o2)CC1	?	2%	-25%	-4	?	?	3.2µM*	?	9%	2%	-4%
CCOC(=O)Cn1c(=O)oc2cc(S(=O)(=O)NCCC(C)C)ccc21	6%	4%	3%	-2	-28%	1%	1%	4%	-1%	9%	7%
O=C(c1ccc(-n2cncn2)c([N+](=O)[O-])c1)N1CCN(S(=O)(=O)c2c(F)cccc2F)CC1	5%	.	.	10	2%	-1%	-13%	0%	-3%	.	.
Cc1sc2nc(CN(C(=O)NC3CCCCC3)C3CCCC3)[nH]c(=O)c2c1C	10%	14µM*	8.9µM*	-4	-19%	-2%	0%	4%	-3%	3%	1%

10 entries from above, reformatted.
| mol | p53 reactivation | Gal4-VP16 FLuc | RORgamma inh | Giardia killer | BRCA1 expr up | NPC1 prom act | Rab9 promoter act | FLuc counter | ELG1 genotoxic | PKM2 activator | Menin MLL FP TR |
| --- | --- | --- | --- | --- | --- | --- | --- | --- | --- | --- | --- |
| CCOc1cc(S(=O)(=O)N2CCC(c3nc4ccccc4s3)CC2)c(OCC)cc1S(=O)(=O)N1CCCCC1 | -4% | -1% | -7% | 3 | -6% | -2% | -5% | -1% | -1% | -2% | 0% |
| C=C1c2ccccc2S(=O)(=O)N(Cc2ccccc2)C1COCc1ccccc1 (stereo not drawn) | -3% | -3% | -13% | -24 | -7% | 0% | -1% | -3% | -2% | -3% | . |
| COc1nn(CC(=O)N2N=C(C)CC2(O)C(F)(F)F)cc1[N+](=O)[O-] (stereo not drawn) | -4% | -1% | 3.2µM* | -8 | 3% | -5% | -1% | 8% | 0% | 11% | 5% |
| O=C(NCCN1CCCC1)C1CC(=O)N(C2CCCCC2)C1 (stereo not drawn) | 3% | -3% | 0% | -1 | 7% | -4% | 3% | 5% | -1% | -1% | 1% |
| COc1cc2c(cc1NC(=O)C(C)Sc1cccc[n+]1[O-])oc1ccccc12 (stereo not drawn) | 19% | -8% | ? | -26 | ? | ? | ? | ? | 14% | -19% | 23% |
| CCc1cc2c(-c3ccccc3)cc(=O)oc2cc1OC(C)C(C)=O (stereo not drawn) | . | . | . | 3 | -75% | -3% | -1% | 0% | 3% | -2% | ? |
| CCOC(=O)C1CCN(C(=O)c2cc3cc4cc(OC)ccc4nc3o2)CC1 | ? | 2% | -25% | -4 | ? | ? | 3.2µM* | ? | 9% | 2% | -4% |
| CCOC(=O)Cn1c(=O)oc2cc(S(=O)(=O)NCCC(C)C)ccc21 | 6% | 4% | 3% | -2 | -28% | 1% | 1% | 4% | -1% | 9% | 7% |
| O=C(c1ccc(-n2cncn2)c([N+](=O)[O-])c1)N1CCN(S(=O)(=O)c2c(F)cccc2F)CC1 | 5% | . | . | 10 | 2% | -1% | -13% | 0% | -3% | . | . |
| Cc1sc2nc(CN(C(=O)NC3CCCCC3)C3CCCC3)[nH]c(=O)c2c1C | 10% | 14µM* | 8.9µM* | -4 | -19% | -2% | 0% | 4% | -3% | 3% | 1% |

New compounds follow.
SMILES	p53 reactivation	Gal4-VP16 FLuc	RORgamma inh	Giardia killer	BRCA1 expr up	NPC1 prom act	Rab9 promoter act	FLuc counter	ELG1 genotoxic	PKM2 activator	Menin MLL FP TR
O=C(Nc1ccc2c(c1)OCCO2)C1CCCN1C(=O)Nc1ccccc1 (stereo not drawn)	-4%	-1%	-10%	-13	3%	1%	4%	0%	4%	-2%	-8%
CC(C)N(Cc1cc2ccccc2[nH]c1=O)C(=O)c1cccc([N+](=O)[O-])c1	9%	1%	3%	2	-6%	-5%	-1%	2%	0%	-3%	.
O=C(N/N=C/C(Cl)=C/c1ccccc1)c1ccc2c(c1)OCO2	?	.	.	18	15%	13%	?	?	11%	.	.
CCOC(=O)N1CCN(C(=O)c2ccc(Cl)c(S(=O)(=O)Nc3ccccc3)c2)CC1	-5%	2%	19%	-6	-38%	-3%	2%	1%[2.3 µM]	-5%	-3%	17%
CCCc1nnc(SCC(=O)N2CCCC(C)C2)n1CCCOC (stereo not drawn)	2%	-3%	-11%	0	4%	-5%	-11%	3%	2%	-2%	-3%
CSc1ccc(C(=O)NCC(=O)O)cc1[N+](=O)[O-]	4%	0%	-5%	-4	10%	2%	-3%	-1%	-1%	9%	.
C/C(=C\c1ccccc1)C(=O)NC1CCSC1=O (stereo not drawn)	10%	4%	13%	2	49%	12%	11%	-15%	12%	-2%	15%
Cn1nc(C(F)(F)F)c(/C=N/OC(=O)c2ccccc2Cl)c1SCc1ccccc1Cl	-6%	23%	-22%	3	-56%	-6%	-10%	-2%	-16%	-3%	-3%
CNC(=O)COC(=O)c1ccc(OCC(=O)Nc2ccccc2OC)c(OC)c1	2%	-1%	-25%	-9	0%	0%	-23%	4%	2%	3%	11%
O=C(c1ccccc1F)N1CCN(c2ccc([N+](=O)[O-])c(NCc3cccnc3)c2)CC1	-5%	-6%	26%	19	-15%	2%	-2%	-1%	-4%	-2%	.
COc1ccc(-c2cc3ccc(OCc4nn[nH]n4)cc3oc2=O)cc1	8%	-2%	-35%	-26	4%[1.84 µM]	18%	22%	1.7µM*	11%	-4%	-3%
CCOC(=O)C(=Cc1ccc(OCc2ccc([N+](=O)[O-])cc2)c(OC)c1)C(=O)OCC	-12%	?	14µM*	-7	-97%[inhibitor]	-3%	-2%	15µM*	-9%	-3%	-8%
CN(CCOC(=O)c1cccc(F)c1)Cc1ccccc1	-2%	-2%	-12%	6	-1%	0%	-2%	4%	0%	7%	4%
O=C(Oc1ccc(C(=S)N2CCCCC2)cc1)c1ccccc1	1%	-13%	36%	38[activator]	-40%	-6%	-12%	?	3%	2%	13%
O=[N+]([O-])c1ccc(Sc2n[nH]c(-c3ccccc3)n2)nc1	?	-3%	-16%	-3	5%	15%	19%	?	3%	0%	10%
OCC1(CCOc2ccccc2)CCN(Cc2ccccc2OC(F)F)CC1	-18%	5%	-23%	6	-14%	-3%	11%	2%	14%	0%	-29%
COc1cccc(CNC(=O)CCS(=O)(=O)c2cccc3nsnc23)c1	-5%	2%	12%	-1	-20%	-2%	-3%	-1%	-1%	-6%	.
O=C(COn1nnc2ccccc21)NCC1CCCCC1	27%	-26%	18%	-17	?	18%	19%	17µM*	13µM*	1%	31%[activator]
C/C(=N\NC(=O)c1cccc(S(=O)(=O)N2CCCC2)c1)c1cccs1	1%	?	13µM*	7	17%	16%	?	?	3%	-11%	-16%
O=C(N1CCN(c2ccccc2F)CC1)C1(c2cccs2)CCOCC1	-7%	-9%	19%	-4	-6%	-2%	-3%	4%	-4%	-5%	6%
Cc1nc(-c2ccccc2)nc2[nH]c(-c3ccccc3)cc(=O)c12	8%	-5%	-26%	-21	-17%	-1%	14%	0%	22%	-9%	-6%
O=C(c1ccc(Cl)cc1)c1c[nH]c(C(=O)NNc2cccc(Cl)n2)c1	-7%	?	?	-28	-10%	0%	28%	-7%	9%	10%	?
Cc1cc(C)nc(NS(=O)(=O)c2ccc(N3C(=O)c4ccccc4C3=O)cc2)n1	8%	-7%	-3%	23	-10%	1%	6%	1%	-1%	1%	19%
O=C(CN1C(=O)C2C3C=CC(C3)C2C1=O)Nc1ccc2nccnc2c1 (stereo not drawn)	5%	-1%	32%	-7	0%	1%	9%	2%	-1%	-3%	0%[11.7 µM]

From PubChem
